Source: PubChem BioAssay (several laboratories)
CHOP inhibitor: inhibitors of CHOP promoter induction, primary screen, cell-based, unfolded protein response, luciferase reporter. CHO-K1 CHOP-promoter luciferase, tunicamycin-induced, 15-18 h. inhibition, % at 10 µM. 3.8% of 220,000 active;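 active means compounds that reduced the stress-induced luciferase reporter signal by more than about 70% of percent inhibition, limit read from the data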;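 further: 0% = tunicamycin plus vehicle and 100% = wells without tunicamycin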
zVAD death inh: inhibitors of zVAD-triggered necroptosis, primary screen, L929 cells | L929 zVAD necroptosis rescue, ATP luminescence, 24 h; with zVAD 60 µM | viability rescue, % at 10 µM | 0.38% of 220,000 active | AID 1377, 2008;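 active means activation, scaled between plate controls, above about 75%, limit read from the data; inactive means activation under that limit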;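 further: 0% = zVAD with DMSO and 100% = DMSO alone without zVAD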
FXIa inh: human FXIa protease inhibitors, primary screen, biochemical, 1536-well | Coagulation factor XI (Homo sapiens), P03951 | purified FXIa, Boc-Glu-Ala-Arg-AMC fluorogenic substrate | inhibition, % at 5 µM | 0.14% of 220,000 active | AID 798, 2007;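 active means inhibition of at least 40%; inactive means inhibition below 40%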;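 further: fluorescence of freed AMC excited at 355 nm; 0% = enzyme without compound and 100% = no enzyme blank; many of its hits are not listed in these tables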
Target sequence (P03951 19-387 limits assumed): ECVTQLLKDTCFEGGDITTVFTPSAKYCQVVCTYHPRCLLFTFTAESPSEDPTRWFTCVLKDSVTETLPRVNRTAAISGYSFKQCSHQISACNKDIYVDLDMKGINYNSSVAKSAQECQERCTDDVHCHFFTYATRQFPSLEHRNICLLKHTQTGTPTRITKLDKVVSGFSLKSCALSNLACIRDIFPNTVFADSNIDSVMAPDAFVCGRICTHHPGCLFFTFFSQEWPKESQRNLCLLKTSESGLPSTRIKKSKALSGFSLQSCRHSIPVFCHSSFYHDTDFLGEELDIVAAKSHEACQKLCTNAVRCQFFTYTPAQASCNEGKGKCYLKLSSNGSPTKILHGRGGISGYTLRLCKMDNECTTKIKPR
Target sequence (P03951 388-625 limits assumed): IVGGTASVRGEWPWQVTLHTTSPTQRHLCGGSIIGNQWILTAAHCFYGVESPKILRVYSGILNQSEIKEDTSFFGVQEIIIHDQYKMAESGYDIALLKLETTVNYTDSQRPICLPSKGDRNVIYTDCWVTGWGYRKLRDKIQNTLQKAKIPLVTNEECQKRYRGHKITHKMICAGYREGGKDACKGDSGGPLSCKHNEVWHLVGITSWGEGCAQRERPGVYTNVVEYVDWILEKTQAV
FXIIa inh 1536: human FXIIa protease inhibitors, primary screen, biochemical, 1536-well; purified FXIIa, Boc-QGR-AMC fluorogenic substrate, 2 h; inhibition, % at 5 µM; 0.3% of 220,000 active; in the data active means inhibition above about 40%;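 further: 0% = enzyme with no compound and 100% = blank without enzyme; many of its hits are not listed in these tables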
PPC-1+TRAIL kill: compounds killing PPC-1 cancer cells with TRAIL present, primary screen, TRAIL potentiator project, ATPLite luminescence, uHTS; cell killing (% activity), % at 4 µM; AID 1443, 2008; PPC-1 cells + TRAIL, ATPLite viability luminescence; 0.41% of 220,000 active;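 active means cell killing above 50% in the first pass at 4 µM, then a duplicate retest at 5 µM averaging 50% or more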;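 further: plate controls were cells with TRAIL plus DMSO for no effect and medium-only wells lacking cells for full effect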
PGE2 EP2 inh: human EP2 receptor antagonists, primary screen, TR-FRET cAMP, C6 glioma cells | Prostaglandin E2 receptor EP2 subtype (Homo sapiens), P43116 | C6 glioma cells expressing human EP2; cells stimulated with saturating PGE2 | inhibition, % at 25 µM | 0.52% of 260,000 active;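 active means percent inhibition above 40 after rounding to a whole number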;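 further: rat C6 glioma host cells with rolipram phosphodiesterase inhibitor present; the protocol text gives 20 µM as final concentration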
Target sequence (P43116 whole entry, looked up): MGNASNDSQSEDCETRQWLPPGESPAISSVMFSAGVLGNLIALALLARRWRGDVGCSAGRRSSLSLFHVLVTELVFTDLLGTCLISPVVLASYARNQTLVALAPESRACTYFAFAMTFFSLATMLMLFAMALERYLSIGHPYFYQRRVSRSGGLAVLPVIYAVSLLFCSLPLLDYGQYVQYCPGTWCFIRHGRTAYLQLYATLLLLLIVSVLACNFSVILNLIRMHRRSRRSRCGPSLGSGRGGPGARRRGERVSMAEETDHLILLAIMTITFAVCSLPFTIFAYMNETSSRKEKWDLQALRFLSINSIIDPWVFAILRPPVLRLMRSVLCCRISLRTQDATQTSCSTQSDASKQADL
TbHK1 inh: Trypanosoma brucei hexokinase 1 inhibitors, primary screen, biochemical, G6PDH-coupled NADH absorbance, MLSCN library; hexokinase 1 [Trypanosoma brucei]; recombinant TbHK1, G6PDH-coupled NADH A340; inhibition, % at 10 µM; 0.11% of 220,000 active; AID 1430, 2008;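 active means inhibition of 50% or more in the single-dose primary screen; inactive means inhibition below 50%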
TNF death inh: inhibitors of TNF-alpha triggered necroptosis, primary screen, cell-based, Jurkat FADD-/-, single concentration. Jurkat FADD-/- TNF necroptosis rescue, ATP luminescence, 24 h; 0 = TNF only, 100 = no-TNF cells. activation (protection from cell death), % at 10 µM. 0.068% of 220,000 active;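 active means activation, meaning protection from cell death, of at least 50% relative to plate controls; inactive means activation below 50%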;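 further: necroptosis triggered by 40 ng/mL TNF-alpha added together with compound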
Wee1 degr inh: Wee1 degradation inhibitors, primary screen, cell-based, HeLa, Wee1K328M-luciferase, luminescence; AID 1321, 2008; Wee1-like protein kinase (Homo sapiens), P30291; reporter increase, % at 5 µM; 1.2% of 220,000 active; HeLa Luc-Wee1K328M stability; 100% = proteasome inhibitor MG132 effect;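 active means activation above the mean of all tested compounds plus 3 SD, set per screening run, cut at about 8.8% in these data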;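 further: cells exposed to compound for 20 h before luminescence read; 0% = DMSO alone and 100% = MG132 at 30 µM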
Numbers without * were called inactive; . = no result given; & = joins results of further samples. A portion of the library. The share of hits here may be higher or lower than overall.

SMILES	CHOP inhibitor	zVAD death inh	FXIa inh	FXIIa inh 1536	PPC-1+TRAIL kill	PGE2 EP2 inh	TbHK1 inh	TNF death inh	Wee1 degr inh
O=C(CN1C(=O)c2ccccc2S1(=O)=O)NCc1ccccn1	11.8	-0.3	-2.7	-0.8	-2.9	1.1	0.4	-1.1	-0.3
O=C(Nc1ccccc1[N+](=O)[O-])c1nc[nH]c1C(=O)NCCO	0.5	-0.3	-8.0	12.8	16.5	7.5	-4.6	-3.0	-1.0
COc1ccccc1N1CCN(C(=O)CNC(=O)c2cn(-c3ccccc3OC)c(=O)c3ccccc23)CC1	8.6	1.9	-0.8	9.3	28.3	17.8	-2.4	2.4	-0.4
O=[N+]([O-])c1ccc2c(c1)C(N1CCOCC1)/C(=C/C1(O)CCCCC1)O2 (stereo not given)	-8.1	6.6	-4.9	5.9	8.7	4.4	-14.4	0.3	-1.2
CC(=O)CCc1c(C)c2cc(C)ccc2[nH]c1=O	20.2	-0.3	4.1	13.1	-1.2	14.9&8.9	-13.1	-2.7	-0.6
COc1ccc(S(=O)(=O)Nc2ccccc2N2CCOCC2)cc1[N+](=O)[O-]	-6.9	0.1	-4.7	3.6	0.3	0.3	-14.2	4.0	3.8
Fc1ccccc1CSc1nnc(Cn2cnc3ccccc32)n1-c1ccccc1	43.9	-0.5	-3.6	-12.5	12.1	5.1	-0.6	1.9	3.1
O=C(NC1CCCCC1)c1c2c(nc3ccccc13)CCC2	-1.8	0.7	-5.8	2.2	-1.4	2.7	4.4	0.9	-0.9
O=C(Nc1ccc2c(c1)OCCO2)c1cccs1	-3.6	1.4	-0.9	7.5	28.7	10.0	16.5	-1.8	1.1
O=C(c1ccco1)N1CCC(N2CCN(c3ccccc3)CC2)CC1	-3.1	0.1	-0.9	2.6	-4.0	8.9	-6.4	3.4	4.1
CCN(CC)CCNC(=O)Cn1nc(-c2ccccc2)c2ccccc2c1=O	17.1	-0.1	4.4	19.4	3.3	10.7	3.2	-0.8	-1.1
Cc1ccc(C(=O)CCC(=O)N2CCN(C(=O)c3ccco3)CC2)cc1	10.4	76.2*	-4.8	3.6	32.1	4.1	-8.3	-1.0	-1.4
O=C(OCc1ccccc1)/C(=C/c1cccc2ccccc12)NC(=O)c1ccccc1	27.8	0.8	18.2	17.6	-8.9	6.9	1.5	1.3	-2.9
CN1CCc2nc(SCC(=O)Nc3ccc(F)cc3)c(C#N)cc2C1	17.0	0.0	-0.8	4.4	17.8	15.8&7.5	-3.9	0.7	-0.8
COc1ccc(CCNC(=O)CNS(=O)(=O)c2cccs2)cc1OC	15.0	-0.5	0.6	3.1	2.8	3.4	0.4	1.0	0.8

Nine entries from above, with values under each structure:
Values run as follows: CHOP inhibitor, zVAD death inh, FXIa inh, FXIIa inh 1536, PPC-1+TRAIL kill, PGE2 EP2 inh, TbHK1 inh, TNF death inh, Wee1 degr inh
- COc1ccccc1N1CCN(C(=O)CNC(=O)c2cn(-c3ccccc3OC)c(=O)c3ccccc23)CC1
→ 8.6, 1.9, -0.8, 9.3, 28.3, 17.8, -2.4, 2.4, -0.4
- O=[N+]([O-])c1ccc2c(c1)C(N1CCOCC1)/C(=C/C1(O)CCCCC1)O2 (stereo not given)
→ -8.1, 6.6, -4.9, 5.9, 8.7, 4.4, -14.4, 0.3, -1.2
- CC(=O)CCc1c(C)c2cc(C)ccc2[nH]c1=O
→ 20.2, -0.3, 4.1, 13.1, -1.2, 14.9&8.9, -13.1, -2.7, -0.6
- COc1ccc(S(=O)(=O)Nc2ccccc2N2CCOCC2)cc1[N+](=O)[O-]
→ -6.9, 0.1, -4.7, 3.6, 0.3, 0.3, -14.2, 4.0, 3.8
- Fc1ccccc1CSc1nnc(Cn2cnc3ccccc32)n1-c1ccccc1
→ 43.9, -0.5, -3.6, -12.5, 12.1, 5.1, -0.6, 1.9, 3.1
- O=C(NC1CCCCC1)c1c2c(nc3ccccc13)CCC2
→ -1.8, 0.7, -5.8, 2.2, -1.4, 2.7, 4.4, 0.9, -0.9
- O=C(Nc1ccc2c(c1)OCCO2)c1cccs1
→ -3.6, 1.4, -0.9, 7.5, 28.7, 10.0, 16.5, -1.8, 1.1
- O=C(c1ccco1)N1CCC(N2CCN(c3ccccc3)CC2)CC1
→ -3.1, 0.1, -0.9, 2.6, -4.0, 8.9, -6.4, 3.4, 4.1
- CCN(CC)CCNC(=O)Cn1nc(-c2ccccc2)c2ccccc2c1=O
→ 17.1, -0.1, 4.4, 19.4, 3.3, 10.7, 3.2, -0.8, -1.1

Following part
SMILES	CHOP inhibitor	zVAD death inh	FXIa inh	FXIIa inh 1536	PPC-1+TRAIL kill	PGE2 EP2 inh	TbHK1 inh	TNF death inh	Wee1 degr inh
CC(=O)Nc1ccc(S(=O)(=O)N2CCSC2c2ccc(C)cc2)cc1 (stereo not given)	26.3	-0.3	-0.6	12.9	0.3	6.9&3.0	27.9	-1.2	-0.1
CC(=O)c1c(C)[nH]c(C(=O)OCC(=O)NCC(C)C)c1C	-2.5	3.0	-5.4	4.0	16.5	0.7	-7.3	0.2	0.8
CC(C)(C)n1nc2c(c1NC(=O)COc1ccc3ccccc3c1)CS(=O)(=O)C2	24.8	0.6	-2.6	7.8	7.8	4.4	-1.1	-1.5	1.0
Cc1cc(C)c2[nH]c(=O)c(CN(C(=O)C3CCCO3)C3CCCC3)cc2c1 (stereo not given)	-11.2	-0.2	1.2	10.8	-29.5	2.8&12.5	4.9	-2.1	5.8
O=C(NC1c2ccccc2-c2ccccc21)c1ccccc1	34.7	-0.3	4.8	9.8	26.6	8.8	-0.5	1.6	-2.1
COc1cc(/C=N/NC(=S)NC2CC3CC2C2C=CCC32)ccc1O (stereo not given)	-53.9	1.6	2.2	12.0	9.9	12.3	-35.9	-12.5	2.6
Cc1ccccc1OCC(O)CN1CCN(C)CC1 (stereo not given)	8.2	1.3	-7.8	-3.3	18.6	6.3	-0.4	0.1	-0.9
N#C/C(=C\c1ccco1)Sc1nc2ccccc2s1	10.7	-0.3	-9.7	-2.1	13.9	5.6	-17.8	-4.3	3.5
COC(=O)CCC(=O)N1CN2CN(C(=O)CCC(=O)OC)CC([N+](=O)[O-])(C2)C1	-1.3	1.0	1.1	2.5	27.4	9.0	-1.1	1.7	-2.6
O=C(Cn1nc(-c2cccc(Cl)c2)ccc1=O)Nc1cccnc1	-13.9	1.9	14.7	20.9	7.9	7.5	-3.6	-1.3	-1.8
Cc1cc(C)c[n+](-c2nc3ccccc3nc2[N-]S(=O)(=O)c2ccc(Cl)cc2)c1	17.3	0.6	2.0	2.1	15.9	2.9	-7.8	0.9	-3.9
COCCn1c(SCC(=O)N2CCCc3ccccc32)nnc1-c1ccoc1C	9.9	0.2	0.7	5.7	15.4	11.5	6.0	1.5	1.9
CSCCC(NS(=O)(=O)c1ccc(Cl)cc1)C(=O)OCC(=O)N1CCCc2ccccc21 (stereo not given)	7.2	1.6	20.8	19.9	-3.0	10.2	3.3	0.4	-1.7
COc1ccc(-c2noc(-c3cccc(OC)c3OC)n2)cc1OC	19.0	0.8	3.6	18.9	18.8	10.2	-5.2	0.6	1.3
COc1ccc(-c2ccc(C(C)=O)cc2)cc1[C@H]1[C@@H]2C=CCC[C@@]2(C)C(=O)N1Cc1ccccc1	1.4	0.0	3.8	7.9	11.5	7.7	-11.7	2.7	.
N#CC1=C(N)Oc2n[nH]c(-c3cccnc3)c2C1c1ccc([N+](=O)[O-])o1 (stereo not given)	-12.6	0.1	0.7	-1.6	11.4	2.8	-13.3	-3.7	-1.0
Cc1nc2c(oc3ccccc32)c(=O)o1	-14.1	1.0	0.1	8.1	13.0	.	2.0	0.2	-0.7
Cc1cc(C)nc(SC2CCCCC2NS(=O)(=O)c2ccc(Cl)cc2)n1 (stereo not given)	18.6	0.1	-8.4	3.8	15.4	8.7	13.0	1.3	-0.3
COc1ccc(CC2(CO)CCN(C/C=C/c3ccccc3OC)CC2)cc1	50.0	9.7	-3.5	3.9	.	13.9	8.7	4.2	-0.3
CCC(C)[C@H](NC(=O)NCc1ccccn1)C(=O)OC (stereo not given in full)	8.5	0.5	-4.2	1.8	13.2	5.6	-1.4	-0.4	-1.2
Cc1cc(C)nc(SCc2nnc(SCC(=O)Nc3nc(-c4ccccc4)cs3)n2-c2ccccc2)n1	18.6	-0.9	3.0	1.9	28.4	5.8	-17.9	0.7	2.0
OC(CN1C2=NCCCN2c2ccccc21)c1ccc(Cl)cc1 (stereo not given)	18.2	-0.6	6.3	19.5	10.4	14.9	10.3	-3.4	2.4
O=C(c1ccco1)N1CCN(c2ncnc3c2[nH]c2ccc(Br)cc23)CC1	26.7	0.1	-7.6	-0.9	16.1	.	-12.4	-2.4	-3.1
Cc1ccsc1/C=C1\CCC(C2CCCC2)C1=O (stereo not given)	25.9	4.5	-0.9	13.3	1.0	5.3	-3.2	6.7	6.1
COc1ccccc1-n1cnnc1SCC(=O)N1CCN(C(=O)c2ccco2)CC1	-9.4	1.4	-11.9	0.0	14.4	11.8	-1.5	0.4	-1.7
C=CCn1c(SCC(=O)c2cc(C)n(C)c2C)nnc1-c1ccncc1	11.1	1.9	-3.3	1.6	26.3	1.6	-6.8	0.4	1.5
Cc1cc(NCCCN2CCOCC2)n2ncc(-c3ccccc3)c2n1	3.8	17.1	0.4	13.2	20.7	10.0	-28.3	-2.1	10.5*
COc1cccc(-n2cc3c(c2-c2ccccc2)c(=O)n(C)c(=O)n3C)c1	22.0	0.1	-20.0	1.8	18.8	16.6	-2.5	-5.3	4.0
COc1ccc(-c2cc(Nc3ccccc3NC(=O)C(F)(F)F)n(CCC#N)n2)cc1	11.4	2.3	4.8	8.5	3.2	5.4	-2.8	6.9	2.5
COc1ccc(CCNC(=O)c2nnn(CC(=O)Nc3ccccc3)c2N)cc1OC	8.5	0.1	-3.8	10.1	18.1	9.2	20.9	-1.0	-1.6
Cc1ccc(C2=NC(C)(C)NC2=O)cc1	8.8	0.0	-2.0	-13.2	-18.2	9.9	-4.2	0.2	-1.9
CCOc1ccc(S(=O)(=O)NCCC(=O)OCC(=O)c2ccc[nH]2)cc1	12.3	0.8	0.2	3.1	-22.2	1.0	-6.8	1.2	8.8
N#C/C(=C\c1ccccc1OCc1ccc(C(=O)O)cc1)C(=O)Nc1ccc(O)cc1	4.8	1.4	2.1	7.7	-6.3	6.3	-10.9	0.6	-0.9
Cc1ccc(CNC(=O)COC(=O)c2c(C)noc2C)cc1	-13.4	0.6	-5.3	0.9	4.7	3.7	-0.7	-0.4	0.4
NC1=NC(=Nc2ccc(Br)cc2)c2ccccc21	25.4	0.4	-2.4	0.7	21.4	4.2	-20.6	-6.7	5.0
